TNAP activators: stimulation of alkaline phosphatase TNAP activity – biochemical, luminescent, no phosphate acceptor, uHTS, primary screen (AID 1001); 200,000 tested, 0.03% active; purified TNAP, luminescent activation assay, no phosphate acceptor; higher activation fold means a stronger effect; activation fold at 20 µM, or EC50 in µM where a hit was titrated; in the data active = activation fold from about 3, or a potency from the dose series; inactive = the rest, 99 in 100 with activation fold below about 1.6; note: many of its hits are not listed in these tables
T cell HTS: T cell immune modulators affecting CD8 T cell-vesicle binding | calls only at 7 µM | 2C CD8+ T cell-vesicle binding, flow cytometry; hits give low values | 330,000 tested, 0.068% active | AID 2052;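 active = response, share of CD8 T cells binding vesicles, and their 90th percentile fluorescence all below set limits, cut at about 80% in these data, passing the limit was not always enough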
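Material: 2C TCR transgenic mouse naive CD8+ T cells, MACS-purified. Also added: QL9-charged Drosophila Ld/ICAM-1/B7-1 vesicles. Timing: binding 1.5 h at 37 °C. Measured by: high-throughput flow cytometry with anti-B7-1 and anti-CD8 staining. Read-out: percent CD8+ FL2 mean versus row control. Controls: Unloaded micro-vesicles (low), QL9 vesicles with 0.7% DMSO (high).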
bCat nuc transl: modulators of beta-catenin nuclear translocation | nuclear translocation activity, % at 5 µM | HeLa beta-catenin nuclear translocation, immunofluorescence imaging | 190,000 tested, 0.3% active;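 active = nuclear translocation activity above 50% at 5 µM, with a well cell count of 50 or more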;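 note: per-cell ratio of nuclear to cytoplasmic median beta-catenin stain intensity; plate controls were DMSO negative control for no effect and GSK-3 inhibitor IX positive control for full effect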
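Technique: fluorescence imaging of beta-catenin antibody stain plus DAPI / Material: human HeLa cell line / Incubation: compound treatment 24 h, 37°C, 5% CO2 / Read-out basis: % activation of per-cell nuclear versus cytoplasmic median beta-catenin signal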
Autophagy HCS: alters autophagy in cells | 190,000 tested, 0.98% active | calls only at 10 µM (by protocol) | MEF GFP-LC3 puncta imaging; test concentration mostly 10 µM | AID 463193;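 active = percentage of spot-positive cells more than 3 SD above its plate mean, without a fluorescence outlier flag or 80% toxicity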;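 note: spot-positive cell cutoff set from DMSO-treated cells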
PMI inhibition: MPI inhibition at elevated mannose 6-phosphate – biochemical, fluorescence intensity, high mannose 6-phosphate, primary screen (AID 1220); recombinant PMI enzyme, coupled fluorescence intensity; higher % means a stronger effect; inhibition, % at 20 µM, or IC50 in µM where a hit was titrated; 190,000 tested, 0.66% active
Lipid droplet: modulators of hepatic lipid droplet formation; AML12 mouse hepatocytes, oleate lipid droplets, BODIPY imaging; inhibition, % at 6.5 µM; 240,000 tested, 0.4% active; AID 1656;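 active = lipid droplet intensity inhibited by at least 50%, with more than 500 cells counted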
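Assay system: AML12 hepatocytes (mouse) / Also added: 100 µM oleic acid challenge / Times: overnight treatment with compound plus oleate / Detection: high-content imaging of BODIPY-stained droplets and DAPI nuclei / Evaluation: % inhibition of lipid droplet signal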
PMI inhibitors: inhibitors of human PMI, primary screen, biochemical, fluorescence intensity, coupled assay (AID 1209) | purified PMI enzyme, coupled fluorescence intensity; higher % means a stronger effect | one-dose inhibition, % at 20 µM; IC50 in µM for titrated hits | 190,000 tested, 0.42% active;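 note: plate controls were DMSO vehicle for no effect and wells lacking substrate for full effect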
Ins promoter up: MIN6 insulin promoter up-regulation. z-score at 5 µM. MIN6 insulin promoter-GFP reporter, high-content imaging; hits give high values. AID 1625. 190,000 tested, 0.3% active;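 active = z-score above 3 at 5 µM with at least 500 cells counted in the well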
MT stabilizer: microtubule stabilizers in HeLa cells; % tubulin-high responders, % at 10 µM; 200,000 tested, 0.83% active; HeLa tubulin immunostaining HCS, 24 h; share of cells brighter than vehicle mean+2SD; AID 2205;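 active = plate Z-score above 3 for both tubulin-high and condensed-nucleus cell shares, with cell loss under 80%, at 10 µM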;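 note: anti alpha tubulin signal scored within the nucleus-defined area of each cell; some results filed as inactive read as strong as hits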
Ins promoter up cell count: recorded beside Ins promoter up, whose call it bears; cell count; measured here: cytotoxicity, nuclei count;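 total cells summed across four imaged fields per well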
Lipid droplet cells 6.5 µM: second read-out of Lipid droplet, no call of its own (marks repeat the call); cell count; measured here: cell count, cytotoxicity flag;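 cells counted across two imaged fields per well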
bCat nuc transl cell count 5 µM: also measured in bCat nuc transl; calls as there; cell count; measured here: cell count, cytotoxicity flag
T cell HTS vesicle-bound %: further read-out of T cell HTS, marked with its call; double positive events, %; measured here: CD8+ vesicle-bound cell fraction;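 binding gate set so that unloaded-vesicle control wells show 10% double positive cells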
MT stabilizer Hoechst-high %: recorded beside MT stabilizer, whose call it bears; % Hoechst-high responders; measured here: nuclear condensation Hoechst responders;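 share of cells brighter than vehicle mean plus two SD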
MT stabilizer cytotoxicity %: second read-out of MT stabilizer, no call of its own (marks repeat the call); toxicity, %; measured here: cytotoxicity by cell density;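 0% = mean cell density of plate MIN control wells and 100% = no cells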
Autophagy HCS cell loss 18 h: further read-out of Autophagy HCS, marked with its call; toxicity, %; measured here: cell loss, nuclei count;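 cell loss after 18 h compound exposure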
The depositor's hits bear a star; i = inactive; . = not tested or not shown. Cut-off read from the data, not from the text of the source, unless noted: active = inhibition above about 50%; inactive = the rest.

SMILES	TNAP activators	T cell HTS	T cell HTS vesicle-bound %	bCat nuc transl	bCat nuc transl cell count 5 µM	Autophagy HCS	Autophagy HCS cell loss 18 h	PMI inhibition	Lipid droplet	Lipid droplet cells 6.5 µM	PMI inhibitors	Ins promoter up	Ins promoter up cell count	MT stabilizer	MT stabilizer Hoechst-high %	MT stabilizer cytotoxicity %
CCOC(=O)c1ccc(N2CN(C3CCCCC3)CNC2=S)cc1	0.9	i	19	-0.9	616	i	-3	0%	2	700	2%	-0.22	1276	2.4	4.1	13
CC1CN(C(c2cccs2)c2sc3ncnn3c2O)CC(C)O1 (stereo not given)	1	i	27	-3.4	1193	i	2	-8%	8	748	-10%	0.05	1220	4.6	3.9	3.9
N=C1S/C(=C\c2ccco2)C(=O)N1c1nccs1	1.6	i	26	-2.9	989	i	5	-13%	-1	664	-37%	0.71	1150	5.3	0.7	24
CC(C)(C)C(=O)/C=C/c1ccc(Oc2ccccc2)cc1	.	i	41	-0.9	1131	.	.	.	-5	737	.	-0.84	1351	.	.	.
c1ccc(-c2ccc(C3CCCN3)cc2)cc1 (stereo not given)	.	i	43	-1.3	1149	.	.	.	11	804	.	-0.33	1413	.	.	.
COc1ccc(CNC(=O)CN(Cc2ccc(OC)cc2)C(=O)c2csnn2)cc1	1	i	18	1.6	1027	i	-12	2%	21	743	5%	-0.17	1498	4.2	0.9	4.2
Cc1ccc(C)c(N2CCN(C(=O)Cn3cccc3)CC2)c1	1.2	i	43	-3.7	1001	i	0	-10%	.	.	-7%	-0.59	1345	6.0	3.5	9.8
Cc1ccccc1OCC(=O)N/N=C/c1ccc(Sc2nc3ccccc3s2)o1	1	i	18	.	.	i	-2	9%	.	.	11%	-0.21	1031	1.9	1.4	12
CC1(C)C2CCC1(CS(=O)(=O)N1CCOCC1)C(=O)C2 (stereo not given)	1.1	i	9	1.3	1164	i	0	0%	1	802	8%	-0.32	853	1.2	1.4	7.1
O=C(c1ccc(Cn2cc(Br)cn2)cc1)N1N=C(C(F)F)CC1(O)C(F)F (stereo not given)	1	i	44	-1.6	552	i	7	-3%	1	681	12%	-0.18	1132	2.0	1.3	8.6
O=C1OCC/C1=C\c1ccc(O)cc1	.	i	18	-1.5	1128	.	.	.	0	729	.	0.06	1377	.	.	.
Cn1cc(CCC(=O)N2CCCC(C(=O)c3cccc4ccccc34)C2)cn1 (stereo not given)	1	i	29	-0.5	1504	i	-6	24%	-21	495	12%	.	.	1.8	1.5	6.6
CSc1cccc(NC(=O)/C=C/c2ccccc2)c1	1.1	i	13	0.3	1437	i	7	6%	.	.	11%	0	1599	1.8	1.1	1.7
NS(=O)(=O)c1cccc(NC(=O)CSc2nc3ccccc3n2-c2ccccc2)c1	0.9	i	45	-2.4	961	i	5	-47%	-9	548	-42%	-0.28	1571	5.4	1.4	21
CC(=O)Nc1ccc(OCC(=O)NCCc2ccccc2)cc1	1.1	i	31	-0.1	1061	i	-9	-3%	10	713	-2%	2.1	1011	3.4	1.6	12
O=C(COC(=O)/C=C/c1cccc(F)c1)Nc1ncccn1	.	i	16	-0.3	1327	.	.	.	-5	691	.	0.9	1045	.	.	.
Cc1ccc(C)c(NC(=S)NC23CN4CN(CN(C4)C2)C3)c1	1	i	14	.	.	i	9	7%	-8	666	5%	-0.51	1145	3.0	2.4	8.0
Clc1ccc(-c2cnc3n2CCC3)cc1	1	i	22	0.0	1401	i	7	-7%	.	.	-10%	-0.28	1532	2.1	1.6	0.6
CC(=O)c1ccc(S(=O)(=O)Nc2ccc(-c3ccc4nnc(C)n4n3)cc2)cc1	1	i	58	-1.1	1099	i	-5	-2%	15	716	-3%	0.64	1443	5.1	3.8	8.6
CCCN1CCC(N(C)CCc2ccc(OC)c(OC)c2)CC1	1.1	i	12	0.5	974	i	13	-8%	.	.	-5%	0.47	1235	4.5	2.5	4.6
CCOc1ccc(NC(=O)C2CCN(c3nnnn3-c3ccccc3)CC2)cc1	1.1	i	36	0.5	576	i	3	-9%	2	736	-8%	.	.	2.5	1.8	8.6
CCOC(=O)C(NCCCCl)c1ccccc1 (stereo not given)	1.1	i	24	.	.	i	-6	-41%	17	813	-24%	-0.04	902	1.1	1.7	8.9
CC(C)(C)n1nnnc1C(c1ccc(Cl)cc1)N1CCCc2ccccc21 (stereo not given)	1	i	43	1.8	916	i	-1	11%	9	680	15%	-0.06	1455	2.8	1.4	6.2
COC(=O)C(C(=O)OC)c1ncc(C(F)(F)F)cc1Cl	1.1	i	59	-3.4	1027	i	5	16%	9	666	5%	-0.48	1547	2.6	1.4	2.6
N#Cc1c(-c2ccncc2)c2c([nH]c1=O)-c1ccccc1OC2	.	i	16	1.2	1274	.	.	.	3	722	.	-0.31	1049	.	.	.
CCNc1nc(C)nc2c1oc1ccccc12	1.2	i	10	-5.1	965	i	47	-4%	.	.	-1%	0	1206	4.0	3.3	15
O=C(Oc1c(Cl)cc(Cl)c2cccnc12)N1CCOCC1	1.1	i	51	0.3	1085	i	-4	1%	1	740	1%	-0.17	1292	1.7	0.2	21
CSc1sccc1/C=N/O	.	i	22	5.0	836	.	.	.	16	687	.	0.58	1344	.	.	.
CN1CCN(S(=O)(=O)c2ccc(SCCOc3ccccc3)nc2)CC1	1.2	i	53	-4.6	1013	i	-2	7%	.	.	2%	-0.56	1120	5.8	1.9	1.8
COCCNC(=O)CSc1nc2ccc(N3CCOCC3)cc2c(=O)n1CCc1ccccc1	1.1	i	7	.	.	i	5	-35%	-6	705	-8%	-0.71	1258	3.5	2.2	7.7
CCOC(=O)c1cn(CC)c2ccc(S(=O)(=O)N3CCC(C)CC3)cc2c1=O	1.1	i	59	-0.7	1188	i	6	-2%	-24	726	-1%	.	.	2.2	1.7	13
CCNc1ccc2noc3c2c1C(=O)c1ccccc1-3	0.7	i	56	-6.6	1259	i	-5	46%	27	762	34%	.	.	4.6	2.8	5.5
COc1ccc(-c2ccc(=O)n(CC(=O)Nc3nnc(C(C)C)s3)n2)cc1OC	1.1	i	27	-4.3	1285	i	-1	4%	.	.	4%	-0.58	1592	2.6	2.0	6.3
Cc1ccc2[nH]c3c(NCc4ccco4)ncnc3c2c1	1.3	i	30	-2.0	1092	i	-8	17%	.	.	6%	-6.8	694	9.4	3.4	6.3
CCn1c(SCC(=O)Nc2ccccc2C)nc2nc3c(cc2c1=O)COC(C)(C)C3	.	i	16	-2.4	1091	.	.	.	-12	715	.	-0.73	1465	.	.	.
Cc1cccc(NC2=CC(=O)CC(C)(C)C2)c1C	1.1	i	24	-1.4	998	i	-5	5%	3	690	20%	0.03	1433	2.9	2.9	9.0
COc1ccc(/C=N/NS(=O)(=O)c2ccc(C)cc2)cc1OC(=O)c1ccc(C)cc1	1	i	35	-2.4	1112	i	-4	-4%	-2	751	7%	0.99	822	1.4	0.8	6.7
CCCCOC(=O)c1ccccc1N1C(=O)C2C3CCC(C3)C2C1=O (stereo not given)	1.1	i	50	-1.2	486	i	-6	3%	22	734	-6%	-0.01	1257	4.5	3.2	6.7
CC1CCCCN1C(=O)CCc1nnc(Cc2c[nH]c3ccccc23)o1 (stereo not given)	1.1	i	45	0.4	945	i	0	1%	-4	729	7%	.	.	1.7	2.3	1.9
O=C(c1ccc(CSc2ccc(Cl)cc2)cc1)N1CCOCC1	1.1	i	55	0.2	1576	i	-23	-2%	-4	642	9%	-0.67	1436	2.1	1.1	6.3
COc1ccc(Nc2nc(C(=O)NCc3ccco3)cs2)cc1	.	i	16	0.3	1341	.	.	.	-3	719	.	-1.2	1007	.	.	.
OCCN1CCN(C(=S)c2ccc(Cl)c(Cl)c2)CC1	1	i	8	0.0	1079	i	-5	10%	2	672	19%	0.78	1119	3.1	1.8	6.9
CC(C)(C)c1nc2scc(-c3ccc(Cl)cc3)c2c(=O)o1	1	i	10	-0.8	1086	i	-3	-13%	2	778	-10%	-1.1	984	1.0	0.7	4.8
Cc1ccsc1/C=C1/SC(N2CCOCC2)=NC1=O	1.1	i	49	-1.0	1069	i	-13	3%	19	581	15%	-0.07	1500	2.3	3.2	4.1
Cn1c(NC(=O)c2ccc(S(=O)(=O)N3CCCCC3)cc2)cc(=O)n(C)c1=O	1.1	i	50	-3.8	481	i	-10	-6%	-14	684	-9%	0.3	1215	2.5	3.7	7.4
O=C(O)C(CCCCN1C(=O)c2ccccc2C1=O)N1C(=O)c2ccccc2C1=O (stereo not given)	1.1	i	38	-1.0	721	i	2	-5%	.	.	-7%	1.1	1158	0.8	1.7	6.8
COc1ccc(OC)c(NC(=O)CCN2CCN(Cc3ccccc3)CC2)c1	1.1	i	25	-1.7	953	i	-3	19%	.	.	3%	-1.4	1171	4.0	1.6	3.8
CC(Nc1cccc(F)c1)C(=O)Nc1ccc(S(N)(=O)=O)cc1 (stereo not given)	1.1	i	52	-5.4	1176	i	1	-7%	-12	710	-1%	-0.15	1570	3.1	1.6	1.5

3 entries picked at random from the list so far:
SMILES	TNAP activators	T cell HTS	T cell HTS vesicle-bound %	bCat nuc transl	bCat nuc transl cell count 5 µM	Autophagy HCS	Autophagy HCS cell loss 18 h	PMI inhibition	Lipid droplet	Lipid droplet cells 6.5 µM	PMI inhibitors	Ins promoter up	Ins promoter up cell count	MT stabilizer	MT stabilizer Hoechst-high %	MT stabilizer cytotoxicity %
Cc1ccc2[nH]c3c(NCc4ccco4)ncnc3c2c1	1.3	i	30	-2.0	1092	i	-8	17%	.	.	6%	-6.8	694	9.4	3.4	6.3
OCCN1CCN(C(=S)c2ccc(Cl)c(Cl)c2)CC1	1	i	8	0.0	1079	i	-5	10%	2	672	19%	0.78	1119	3.1	1.8	6.9
COc1ccc(/C=N/NS(=O)(=O)c2ccc(C)cc2)cc1OC(=O)c1ccc(C)cc1	1	i	35	-2.4	1112	i	-4	-4%	-2	751	7%	0.99	822	1.4	0.8	6.7

Compound activity (PubChem BioAssay)

Not a hit list; 2.9% or so of the library scored in one or more.
